# Screens as filed in PubChem BioAssay.
# DT40 TDP1 CPT: growth inhibition of DT40 Tdp1-/-;hTDP1 cells with camptothecin (screen for TDP1 inhibitors). chicken DT40 Tdp1-/-;hTDP1 cells + 20 nM CPT, ATP luminescence, 48 h. Potency, µM (series often up to 46.2 µM), for inactives: at the top dose activity change, negative = growth inhibition, hits mostly inhibitors. 420,000 compounds, 12% hits; also: nearly all actives have a fitted effect of over 55% in size
#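 Chicken DT40 Tdp1-/- cells stably complemented with human TDP1 were seeded at 400 cells/well in medium containing 20 nM camptothecin, exposed to pin-transferred compounds, and grown at 37 °C for at least 48 hr. Viability was read as ATP luminescence.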
# DT40 TDP1 no CPT: qHTS for Inhibitors of human tyrosyl-DNA phosphodiesterase 1 (TDP1): qHTS in cells in absence of CPT; Potency, µM (doses to about 46.2 µM), inactives show top-dose activity change, negative = growth inhibition, actives largely listed as inhibitors; 420,000 compounds, 15% hits; DT40 Tdp1-/- hTDP1 cells, no CPT, ATP luminescence, 48 h; also: nearly all actives have a fitted effect of over 55% in size
#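 Cells were dispensed at 400 per well, compounds added by pin tool, plates incubated ≥48 hr at 37 °C, then CellTiter-Glo added for 30 min at room temperature before luminescence reading. Line: DT40 Tdp1-/- complemented with hTDP1; camptothecin omitted.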
# KAT2A inh: GCN5L2 (KAT2A) acetyltransferase inhibition; AID 504327; 390,000 compounds, 0.21% hits; GCN5L2 HAT assay, ThioGlo1 CoA-SH fluorescence; Q92830; Potency, µM (titrated, usually from 58.9 µM), inactives show at the top dose activity change, negative = inhibition, most hits filed as inhibitors
# Target sequence (Q92830 whole entry, looked up): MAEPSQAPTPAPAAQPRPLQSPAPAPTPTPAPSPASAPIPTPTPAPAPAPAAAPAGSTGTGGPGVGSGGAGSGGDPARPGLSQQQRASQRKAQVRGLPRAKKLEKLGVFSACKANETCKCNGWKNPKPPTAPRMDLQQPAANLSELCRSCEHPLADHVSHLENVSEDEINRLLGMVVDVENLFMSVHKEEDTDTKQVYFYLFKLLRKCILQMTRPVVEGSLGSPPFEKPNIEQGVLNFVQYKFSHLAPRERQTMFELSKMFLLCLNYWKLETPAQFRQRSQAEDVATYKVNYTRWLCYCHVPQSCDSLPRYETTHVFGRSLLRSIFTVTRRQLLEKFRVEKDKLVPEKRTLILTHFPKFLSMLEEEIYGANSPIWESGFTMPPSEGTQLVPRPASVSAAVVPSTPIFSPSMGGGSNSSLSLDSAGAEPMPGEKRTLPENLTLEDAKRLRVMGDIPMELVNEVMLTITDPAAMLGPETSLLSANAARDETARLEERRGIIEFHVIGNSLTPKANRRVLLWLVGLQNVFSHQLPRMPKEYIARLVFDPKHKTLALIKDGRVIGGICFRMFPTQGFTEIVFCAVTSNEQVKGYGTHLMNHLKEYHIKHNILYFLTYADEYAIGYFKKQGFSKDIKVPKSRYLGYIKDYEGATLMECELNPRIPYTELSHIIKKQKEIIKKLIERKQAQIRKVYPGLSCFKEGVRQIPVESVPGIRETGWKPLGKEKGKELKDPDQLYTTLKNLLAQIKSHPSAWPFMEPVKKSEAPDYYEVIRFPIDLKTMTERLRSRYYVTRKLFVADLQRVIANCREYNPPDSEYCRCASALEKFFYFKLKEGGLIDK
#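 GCN5L2 (20 nM) in 50mM HEPES pH 7.5, 0.1mM EDTA, 0.01% Tween-20 preincubated 15 min with compounds at room temperature. Reaction started with H3(1-25) 75uM, acetyl-CoA 70uM, ThioGlo1 50uM; CoA-thiol fluorescence (Ex340/Em540) read at 0 and 20 min.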
# * marks the source's active call; other numbers are inactive results; u = inconclusive; x = not tested or not shown; & = joins results of further samples; [ ] = another dose, or the depositor's remark. Calls follow the shape of the dose curve; as a rule, active = well fitted curve in the direction sought with a large enough effect; inconclusive = small, poorly fitted or top-dose-only effect, or another doubt; inactive = no such curve, though single readings can be large; an effect the other way counts as inactive or inconclusive. % is scaled to controls: 0 for no effect and ±100 for the full control effect; potency is read from the fitted curve at half-maximal effect.
mol,DT40 TDP1 CPT,DT40 TDP1 no CPT,KAT2A inh
CC(C)=CCc1c(O)c(CC=C(C)C)c2c(c1O)C(=O)CC(c1ccc(O)cc1)O2 (configuration not stated),u,18.4µM*,-5.9%
C=CCN1CCN(C(c2ccccc2OC)c2nnnn2C(C)(C)C)CC1 (configuration not stated),2.4%,-2.6%,-6.5%
Cc1cccc(C(=O)O[C@@H]2[C@H](Cc3ccccc3)NS(=O)(=O)[C@H]3C[C@@H]4C=C[C@]23O4)c1,u,23.1µM*,-23.6%
O=C(Nc1ccc(Cl)cc1)Nc1ccc(Br)cn1,18.4µM*,18.4µM*,3.3%
COCCc1ccc(OC2(C)CCN(Cc3cccc(OC)c3OC)C2)cc1 (configuration not stated),u,-11.4%,x
COc1ccc(Cl)cc1NC(=O)c1cc(-c2ccc(C)cc2O)n[nH]1,-4.6%,-4.8%,-3.3%
COC(=O)c1sc(-c2cccs2)cc1N,-5.4%,-2.4%,3.6%
NC(c1csc(Nc2ccc(C(F)(F)F)cn2)n1)C1CCCCC1 (configuration not stated),23.1µM*,20.6µM*,x
C/C(=N\NC(=O)c1ccccc1O)c1cccc(NC(=O)c2ccccc2)c1,-24.0%,-20.4%,-16.9%
CC(C)(C)C(=O)Oc1cc(N)n(S(=O)(=O)c2ccccc2)n1,-11.4%,0.9%,1.6%
CN(C)/C=N/C(=S)Nc1ccc(F)cc1,-18.3%,-25.9%,x
CCCNC(=O)N1N=C(c2ccc(N)cc2)c2cc3c(cc2[C@H]1C)OCO3,9.5%,-17.4%,-25.9%

# Compound profiles (already shown). Order of values: DT40 TDP1 CPT | DT40 TDP1 no CPT | KAT2A inh
# Shown for C/C(=N\NC(=O)c1ccccc1O)c1cccc(NC(=O)c2ccccc2)c1 = -24.0% | -20.4% | -16.9%
# Shown for CCCNC(=O)N1N=C(c2ccc(N)cc2)c2cc3c(cc2[C@H]1C)OCO3 = 9.5% | -17.4% | -25.9%
# Shown for O=C(Nc1ccc(Cl)cc1)Nc1ccc(Br)cn1 = 18.4µM* | 18.4µM* | 3.3%
# Shown for COC(=O)c1sc(-c2cccs2)cc1N = -5.4% | -2.4% | 3.6%

# Going on with the list:
mol,DT40 TDP1 CPT,DT40 TDP1 no CPT,KAT2A inh
Cc1cc(N2CCCC2)nc2ccc(NC(=S)NCCCOC(C)C)cc12,u,u,-7.9%
CN(C)S(=O)(=O)c1cc(NC(=O)C2=COCCO2)ccc1Cl,-6.5%,16.1%,1.8%
COc1ccc(CCNC(=O)c2nnn(CC(=O)Nc3ccccc3C)c2N)cc1OC,-2.6%,-7.6%,-8.1%
COc1ccc(CNC(=O)CN2C(=O)COc3ccc(S(=O)(=O)N4CCCCC4)cc32)cc1,-1.0%&-12.7%,28.4%&-15.1%,-3.9%&-1.8%
CCN(CC)S(=O)(=O)c1ccc2c(c1)N(CC(=O)NCCc1ccccc1)C(=O)CO2,-20.9%,-17.0%,2.0%
COc1ccc(S(=O)(=O)N2CCC(N3CCN(Cc4ccc(F)cc4)C(=O)C3=O)CC2)cc1,-20.5%,-26.0%,8.9%
Cc1cc(C)n(CC(C)NCc2c(C(=O)N3CCOCC3)nc3c(C)cccn23)n1 (configuration not stated),-3.5%,26.9%,-3.1%
Cc1cccc(NC(=O)C2CCCN(S(=O)(=O)c3ccc4c(c3)oc(=O)n4C)C2)c1C (configuration not stated),-5.3%,-27.2%,3.1%
COc1ccc(CNC(=O)c2cnc(N3CCCC3)nc2C)cc1,13.1%,-15.4%,4.6%
CCCCOCC1CC(CC#CCN2CCCCC2)C(=O)O1 (configuration not stated),-15.7%,-21.3%,-4.7%
CCOc1c(C)cnc2c1c(=O)n(Cc1ccc(Cl)cc1)c(=O)n2C,-15.1%,-10.1%,-3.7%
CCc1ccc(C(=O)NNC(=O)c2cc(S(=O)(=O)N(C)C)ccc2N2CCCC2)cc1,-3.5%,-12.1%,1.7%
O=C1C2C3C=CC(C3)C2C(=O)N1CCc1ccccc1 (configuration not stated),-7.3%,0.2%,-13.3%[0.501 µM]
NC(=O)c1cc[n+](Cc2ccccc2Cl)cc1,16.5%,16.5%,-6.2%
CC(=O)Nc1ccc(OS(=O)(=O)c2ccc(C)cc2C)cc1,-26.5%,u,-5.2%
CC(C)C(=O)C1=Cc2cccc([N+](=O)[O-])c2OC1N1CCOCC1 (configuration not stated),u,u,-9.5%
CC1(c2ccc(Cl)cc2)NC(=O)N(CC(=O)NC(=O)NCc2ccco2)C1=O (configuration not stated),19.7%,1.5%,-1.3%
Cc1ccc(C2(O)CCN(CCCC(=O)c3ccc(F)cc3)CC2)cc1,u,u,x
CN(C)c1ccc(/C=N/NC(=O)COc2ccccc2)cc1,-17.3%,-16.5%,-8.2%
CCOC(=O)N1CCC(NC(=O)CSc2cc(=O)n(C)c3ccccc23)CC1,0.7%,-4.4%,-5.0%
Cc1ccc(CN(C)C(=O)c2cccc(S(=O)(=O)N3CCc4ccccc43)c2)cc1,u,20.6µM*,-8.5%
O=C(CN1CCCC1)N1c2ccccc2Sc2ccc(C(F)(F)F)cc21,u,u,0.7%
O=C(Cn1nnc2ccccc21)Nc1ccccc1[N+](=O)[O-],6.4%,-49.6%,1.1%
O=C(NNC(=O)C1CC2CCC1C2)c1sc2ccccc2c1Cl (configuration not stated),u,u,32.6%[activator]
COc1ccccc1-n1c(SCC(=O)Nc2cccc(C(=O)O)c2)nnc1-c1ccccc1O,-3.2%,-7.5%,-2.9%
CC1=C(C(=O)N(C(C)C)C(C)C)CC(CC(=O)NCCCCc2ccccc2)C(=O)N1Cc1ccc(C(C)(C)C)cc1 (configuration not stated),23.1µM*,20.6µM*,x
O=C(c1cnccn1)N1CCc2c([nH]c3ccccc23)C1c1cccc(Cl)c1 (configuration not stated),-25.4%,-10.9%,-0.8%
CC/C(=N\NC(=O)C1CC1)c1cccc(Cl)c1,1.1%,-7.6%,-5.2%
COc1ccc(C2Nc3ccccc3C(=O)N2NS(=O)(=O)c2ccc(C)cc2)c(OC)c1 (configuration not stated),0.9%,5.6%,-12.0%
CCOC(=O)C1CCN(C(=O)c2ccc3c(c2)sc2nc(-c4ccc(C)cc4)cn23)CC1,-27.2%,u,-1.7%
COC(=O)C1=C(C)Nc2nc(SCc3ccccc3)[nH]c(=O)c2C1c1cccs1 (configuration not stated),u,-7.5%,-1.0%
Cc1ccc(N(C(C)C(=O)Nc2ccccc2C(=O)N2CCOCC2)S(C)(=O)=O)cc1C (configuration not stated),-20.3%,-8.5%,1.9%
Cc1ccccc1-n1nc(CSc2nc3ccccc3[nH]2)c(-c2ccccc2)c1N,u,u,-4.4%
Cc1cccc(C)c1OCC(=O)NNC(=O)CCNC(=O)c1ccco1,-2.7%,-1.3%,3.6%
O=C1[C@H]2[C@@H](c3ccc(F)cc3)N3C(=O)N(c4cccc(Cl)c4)C(=O)[C@@]3(Cc3ccc(Cl)cc3)[C@H]2C(=O)N1C1CCCCC1,16.4µM*,u,u
CNC(C)C(=O)NC(C(=O)NC(C)C(=O)Nc1cccc2ccccc12)C(C)C (configuration not stated),-0.4%,-0.8%,x

# Further compounds
# Each structure is followed by: DT40 TDP1 CPT | DT40 TDP1 no CPT | KAT2A inh
> O=S(=O)(NCCSc1nc2ccccc2o1)c1ccccc1
    16.4µM* | 16.4µM* | 0.7%
> N#Cc1nc(/C=C/c2ccc(F)cc2)oc1N1CCCCCC1
    u | u | 0.1%
> Cc1ccc(SCCC(=O)N/N=C/c2ccccc2O)cc1
    0.651µM* | 1.3µM* | -1.4%
> CCOc1ccc(N(CC(N)=O)S(=O)(=O)c2ccc(F)cc2)cc1
    14.6% | -21.6% | -0.8%
> CCC(=O)N=C1SC2CS(=O)(=O)CC2N1c1cccc(OC)c1 (configuration not stated)
    10.8% | 6.3% | -9.7%
> CN(CC(=O)Nc1ccc(Cl)cc1F)S(=O)(=O)c1ccc2c(c1)n(C)c(=O)c(=O)n2C
    -10.5% | -13.5% | -4.5%
> COc1ccc2cc(CN(Cc3cccnc3)Cc3nnnn3Cc3ccccc3)c(=O)[nH]c2c1
    u | u | -4.6%
> OCc1cnc(SCc2ccccc2)n1Cc1ccccc1
    u | 16.4µM* | -4.6%
> COc1ccc(NC(=O)N(C)C[C@H]2OCCCC[C@@H](C)Oc3ccc(NC(=O)c4ccccc4)cc3C(=O)N([C@H](C)CO)C[C@@H]2C)cc1
    u | 20.6µM* | x
> NC(=O)c1ccsc1NC(=O)COC(=O)c1cnccn1
    0.9% | -11.3% | -8.8%
> O=c1c2c([N+](=O)[O-])cc([N+](=O)[O-])cc2nc2ccccn12
    u | u | -10.5%
> Cc1cccc(NC(=O)N2CCC(c3nc4ccccc4o3)CC2)c1
    -10.6% | -3.5% | -4.3%
> CC(=O)Nc1cccc(Oc2ccc3c(c2)C(=O)N(CCC(=O)O)C3=O)c1
    -13.2% | -12.0% | -0.5%
> Cc1ccc(-c2cc3ncc4c(n3n2)-c2cc(F)ccc2OC4)cc1
    -21.7% | 1.7% | -6.3%
> CC(C)(C)NS(=O)(=O)CC12CCC(CC1=O)C2(C)C (configuration not stated)
    4.7% | 8.1% | -3.7%

# Quoted from the listing:
# DT40 TDP1 no CPT, `CC(C)(C)NS(=O)(=O)CC12CCC(CC1=O)C2(C)C` (configuration not stated) is entered as 8.1%
# DT40 TDP1 CPT, `CCOc1ccc(N(CC(N)=O)S(=O)(=O)c2ccc(F)cc2)cc1` is entered as 14.6%

# The listing continues:
# Each structure is followed by: DT40 TDP1 CPT | DT40 TDP1 no CPT | KAT2A inh
> COC(=O)c1ccc(CSc2ccc3nnc(-c4ccccn4)n3n2)o1
    -12.6% | u | -11.9%
> O=C(CCN1CCCCC1)c1ccc2c(c1)OCCO2
    20.6µM* | 15.8µM* | 0.2%
> O=C(Cn1cncn1)N1CCN(c2ccc(F)cc2)CC1
    28.6% | -2.2% | -7.7%
> O=S(=O)(Nc1nc2n(n1)C(c1ccc(F)cc1)C=C(c1ccc(Cl)cc1)N2)c1ccccc1 (configuration not stated)
    -25.2% | -18.2% | -5.0%
> COCCNC(=O)CS(=O)Cc1nc(-c2ccccc2C)oc1C (configuration not stated)
    -19.4% | 13.7% | -3.4%
> Cc1ccc(Nc2nc(-c3cccnc3)cs2)cc1Cl
    u | u | -1.9%
> NC(=O)N1OCC2COc3ccc4ccccc4c3C21 (configuration not stated)
    -17.4% | -0.1% | 0.0%
> COc1ccc(NS(=O)(=O)c2ccc(C)c(C(=O)N3CC(C)OC(C)C3)c2)cc1 (configuration not stated)
    u | -27.9% | -2.9%
> CC[C@]12c3[nH]c4ccc(OC)cc4c3CCN1C(=O)C(CC(=O)NCCCN(C)C)C[C@@H]2C(=O)N1CCN(C(=O)c2ccco2)CC1 (some centres not stated)
    -1.9% | -8.8% | -0.2%
> COC(=O)C(Cc1ccccc1)NC(=O)CCNC(=O)c1ccc(Br)cc1 (configuration not stated)
    -17.1% | -5.5% | -1.0%
> COc1ccc(N2C(=O)C3CCCN3C2c2ccc(C)o2)cc1 (configuration not stated)
    -18.4% | 0.1% | -5.0%
> CCN1CCN(c2cc(-c3ccc(F)cc3)c3c(n2)CCCCCC3)CC1
    10.5% | 4.2% | x
> CCN(Cc1cccc(S(=O)(=O)O)c1)c1ccc(C(=C2C=CC(=[N+](CC)Cc3cccc(S(=O)(=O)O)c3)C=C2)c2ccc(O)cc2S(=O)(=O)O)cc1
    -92.8% | -86.2% | x
> CCOC(=O)C1CCCN(C(=O)c2nn(-c3ccc(C)cc3)c(=O)n(C)c2=O)C1 (configuration not stated)
    -14.8% | -5.1% | -9.3%
> O=C(OCCNC(=O)c1cc2ccccc2oc1=O)c1cccnc1
    -3.2% | -11.7% | 2.9%
> CCN1C(=O)[C@H]2[C@@H](c3ccc(C(F)(F)F)cc3)N[C@]3(CCCN(Cc4cccn4C)C3=O)[C@H]2C1=O
    u | u | x
> O=C(Nc1nnc(-c2ccc(Cl)cc2)o1)c1ccccc1Br
    23.1µM* | 18.4µM* | -2.8%
> Cc1cccnc1NC(=O)CNC(=O)C1CCCCC1
    -6.2% | 11.5% | 0.3%
> Cn1c(=O)c2c(ncn2CC(COCc2ccccc2)OCc2ccccc2)n(C)c1=O (configuration not stated)
    u | u | 6.2%
